Salmonella PhoP GFP – inhibitors of PhoP regulon expression, primary screen, Salmonella Typhimurium, GFP reporter (AID 1863). inhibition, % at 50 µM; hits with a dose series show IC50 in µM. 300,000 tested, 0.16% active. S. Typhimurium PhoP-regulated promoter GFP reporter, 4 h; higher % means a stronger effect;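 active = inhibition over 29.93%, a cutoff 3 SD above the screen mean, later confirmed by dose response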;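 also: 0% = low Mg2+ inducing control and 100% = high Mg2+ repressing control; strong numbers were not always called active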
Siah-1 displacement – Siah-1 peptide-binding antagonists, primary screen, biochemical, fluorescence polarization, rhodamine-plectin, uHTS (AID 1817); 290,000 tested, 0.02% active; displacement, % at 20 µM; hits with a dose series show IC50 in µM; Siah-1 / rhodamine-plectin peptide fluorescence polarization; higher % means a stronger effect;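 active = displacement of at least 50% at 20 µM, with a fluorescence ratio check between 0.3 and a set limit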;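 also: plate controls were Siah plus tracer with DMSO for no effect and tracer alone without Siah for full effect; strong numbers were not always called active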
LYP inhibition – inhibitors of LYP phosphatase, biochemical, fluorescence intensity, uHTS (AID 1779); Tyrosine-protein phosphatase non-receptor type 22 (Homo sapiens); recombinant LYP phosphatase, fluorescence intensity; higher % means a stronger effect; one-dose inhibition, % at 11.5 µM; IC50 in µM for titrated hits; 290,000 tested, 0.054% active; in the data active = inhibition above about 50%;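 also: plate controls were vehicle with enzyme for no effect and no enzyme for full effect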
GPR35 arrestin U2OS – GPR35 antagonists blocking zaprinast-driven arrestin recruitment, primary screen, imaging, U2OS, beta-arrestin-GFP, zaprinast agonist (AID 2058); G-protein coupled receptor 35 (Homo sapiens); U2OS GPR35 beta-arrestin-GFP translocation imaging, zaprinast antagonism; higher % means a stronger effect; inhibition, % at 10 µM; hits with a dose series show IC50 in µM; 290,000 tested, 0.052% active;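 active = inhibition of at least 50% with at least 30 cells and total cytoplasm GFP at most 10,000,000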
GPR55 LPI antagonism – GPR55 antagonists blocking LPI-driven arrestin recruitment, primary screen, imaging, U2OS, beta-arrestin-GFP, LPI agonist (AID 2013); G-protein coupled receptor 55 (Homo sapiens); U2OS GPR55 beta-arrestin-GFP translocation imaging, LPI antagonism; higher % means a stronger effect; inhibition, % at 10 µM, or IC50 in µM where a hit was titrated; 290,000 tested, 0.13% active;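 active = spots per cell inhibited over 60%, with over 100 cells counted and total cytoplasm intensity under 500,000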;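 also: U2OS cells stably carrying GPR55 and arrestin-GFP stimulated by 5 µM LPI near EC80; imaged beta-arrestin-GFP aggregate spots per cell after agonist stimulation; plate controls were LPI-stimulated DMSO wells for no effect and DMSO wells without LPI for full effect; some results filed as inactive read as strong as hits; confirmed hits need IC50 under 10 µM and bright autofluorescent wells are also inconclusive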
Myeloid diff MLP – induction of myeloid progenitor differentiation, primary screen, cell-based, flow cytometry, MLPCN library; ER-HoxA9 myeloid progenitors, lysozyme-GFP differentiation; calls only at 10 µM; 360,000 tested, 1% active; AID 624256, 2012;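 active = normalized GFP-positive differentiation at or above the plate's own cutoff, the solvent-only control mean plus 3 SD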;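 also: cells exposed to compound for four days before flow analysis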
MgcRacGAP inhibition – MgcRacGAP GTPase-activating activity inhibitors, confirmation, biochemical, ADP Hunter fluorescence; Rac GTPase-activating protein 1 (Homo sapiens); MgcRacGAP-stimulated Rac1 GTP hydrolysis, ADP Hunter fluorescence; higher % means a stronger effect; GST-tagged Rac1 F28L mutant substrate; one-dose inhibition, % at 30 µM; IC50 in µM for titrated hits; 340,000 tested, 0.6% active;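 active = first-screen hits whose inhibition reached a set limit at any dose in the follow-up dose series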;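 also: fluorescence reports GDP produced by GAP-driven GTP hydrolysis; strong numbers were not always called active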
NTR1 agonist – agonists of NTR1, primary screen, imaging, U2OS cells, beta-arrestin-GFP, high content (AID 493036). NTR1-U2OS beta-arrestin-GFP spot imaging, agonist mode. activation, % at 20 µM. 330,000 tested, 0.17% active;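 active = activation at or above 40% of the spot to cytoplasm intensity ratio, with at least 20 cells analyzed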;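 also: 0% = DMSO without peptide and 100% = 100 nM NTR1 peptide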
Target sequence (P30989 whole entry, looked up): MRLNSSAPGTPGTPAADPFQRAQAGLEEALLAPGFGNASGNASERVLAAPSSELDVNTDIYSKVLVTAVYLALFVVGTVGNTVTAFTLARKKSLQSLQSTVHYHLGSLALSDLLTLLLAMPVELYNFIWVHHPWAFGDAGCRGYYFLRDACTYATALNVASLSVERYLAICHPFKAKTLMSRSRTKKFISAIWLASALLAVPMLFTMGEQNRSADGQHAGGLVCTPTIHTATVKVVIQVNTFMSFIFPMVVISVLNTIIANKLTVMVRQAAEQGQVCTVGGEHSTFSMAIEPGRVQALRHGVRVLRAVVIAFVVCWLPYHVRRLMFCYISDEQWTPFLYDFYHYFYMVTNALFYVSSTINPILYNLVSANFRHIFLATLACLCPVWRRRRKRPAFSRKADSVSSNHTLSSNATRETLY
HIV fusion peptide – inhibitors of HIV fusion peptide binding, primary screen, biochemical, uHTS, fluorescence dequenching (AID 1986). cell-free peptide binding, fluorescence dequenching, 30 min; higher % means a stronger effect. one-dose inhibition, % at 20 µM; IC50 in µM for titrated hits. 290,000 tested, 0.3% active; in the data active = inhibition mostly above about 52%, no sharp cut-off; inactive = mostly below about 76%; also: some results filed as inactive read as strong as hits
NTR1 agonist cell count 20 µM – also measured in NTR1 agonist; calls as there; cell count; measured here: cell count, cytotoxicity flag
Myeloid diff MLP GFP+ MAC1+ % – second read-out of Myeloid diff MLP, no call of its own (marks repeat the call); GFP+ MAC1+ double positive, %; measured here: differentiation confirmed by MAC1 staining
Starred values were filed as active, the others as inactive; i = inactive; . = no result given; + = active, no number. Random draw from the library; about 2.4% have a hit in one of these screens.

SMILES | Salmonella PhoP GFP | Siah-1 displacement | LYP inhibition | GPR35 arrestin U2OS | GPR55 LPI antagonism | Myeloid diff MLP | Myeloid diff MLP GFP+ MAC1+ % | MgcRacGAP inhibition | NTR1 agonist | NTR1 agonist cell count 20 µM | HIV fusion peptide
CC[C@@H](C)[C@H](CN[C@H](CNC)[C@@H](C)O)NCCc1ccc(OC)cc1 | 7.7% | -1.4% | -5.8% | 4.0% | 9.8% | i | 1.4 | 6.8% | -1.9 | 64 | 1.5%
Cc1ccc(NC(=O)C2CCN(S(=O)(=O)c3c(C)noc3/C=C/c3ccco3)CC2)nc1 | 4.1% | 37.3% | 6.4% | 1.5% | 16.7% | i | 0.6 | 13.7% | 2.2 | 45 | 32.5%
COc1cccc(CN(C)C(=O)C23CC4CC(CC(NC(C)=O)(C4)C2)C3)c1OC | -6.2% | -2.2% | -6.3% | -4.6% | 6.9% | i | 0.0 | 2.0% | 0.2 | 54 | -0.3%
Cc1ccc(CSC2=NCCN2C(=O)c2ccc([N+](=O)[O-])cc2)cc1 | -6.0% | 7.4% | -3.1% | -8.9% | 3.5% | i | 1.7 | 5.9% | 0.0 | 122 | -1.5%
Cc1ccc(CNc2ccc(N3CCOCC3)c(Cl)c2)cc1 | -2.1% | 0.7% | -3.5% | -6.8% | -6.6% | i | 0.4 | 25.9% | 3.6 | 62 | -1.5%
CNc1nc(-c2ccccc2)[n+](-c2ccc(C)cc2)s1 | 6.2% | -1.9% | -0.6% | 4.6% | 20.0% | i | 1.0 | -9.1% | . | . | -2.6%
Cc1cccc(S(=O)(=O)NC(Cc2c[nH]c3ccccc23)C(=O)O)c1 (configuration not stated) | -1.6% | 4.9% | -7.6% | -18.9% | -2.9% | i | 0.2 | 5.1% | -0.4 | 48 | 2.6%
CS(=O)(=O)N(CC(=O)NCCC1=CCCCC1)c1cccc([N+](=O)[O-])c1 | -0.7% | 1.4% | -3.6% | -1.6% | 4.0% | i | 0.1 | 6.4% | 0.7 | 54 | -1.5%
CCOC(=O)CNC(=O)CSc1nnc(-c2ccc(OC)cc2)n1CC | 9.7% | 15.2% | -4.5% | -1.8% | 12.1% | i | 0.7 | 7.9% | -2.7 | 69 | -0.6%
Fc1cccc(-c2csc(-c3ccno3)n2)c1 | -4.0% | 14.2% | -2.8% | -0.2% | 4.7% | i | 0.7 | -4.5% | 1.4 | 54 | 1.8%
CCn1c(CNC(=O)COc2ccc(C(C)C)cc2)nnc1SCC(=O)Nc1ccccc1F | 0.1% | 0.8% | -0.4% | -0.7% | -1.9% | i | 0.8 | -2.3% | -0.3 | 37 | -0.5%
Cn1c(=O)c2c(nc(CN3CCN(c4ccccc4F)CC3)n2CCN2CCOCC2)n(C)c1=O | -4.3% | 4.6% | 0.2% | -6.6% | 7.9% | i | 0.8 | 6.1% | 2.0 | 92 | 1.9%
O=C(Nc1cccc([N+](=O)[O-])c1)N1CCN(c2ccccc2)CC1 | -3.3% | -3.5% | 4.0% | -1.2% | 1.8% | i | 1.2 | 4.3% | 0.2 | 62 | -1.9%
CCOC(=O)Cn1c(=N)n(CCOc2ccc(F)cc2)c2ccccc21 | -6.2% | 5.0% | -5.2% | -8.8% | 5.7% | i | 0.2 | 12.8% | 1.2 | 31 | 0.0%
COc1cccc(C(=O)Nc2nc(C)cs2)c1 | -0.8% | 1.8% | -3.5% | -5.1% | 18.0% | i | 0.4 | 4.1% | -6.2 | 69 | -1.7%

Some of these compounds in order of the MgcRacGAP inhibition value, descending:
smiles | Salmonella PhoP GFP | Siah-1 displacement | LYP inhibition | GPR35 arrestin U2OS | GPR55 LPI antagonism | Myeloid diff MLP GFP+ MAC1+ % | MgcRacGAP inhibition | HIV fusion peptide
CCOC(=O)Cn1c(=N)n(CCOc2ccc(F)cc2)c2ccccc21 | -6.2% | 5.0% | -5.2% | -8.8% | 5.7% | 0.2 | 12.8% | 0.0%
Cc1ccc(CSC2=NCCN2C(=O)c2ccc([N+](=O)[O-])cc2)cc1 | -6.0% | 7.4% | -3.1% | -8.9% | 3.5% | 1.7 | 5.9% | -1.5%
COc1cccc(CN(C)C(=O)C23CC4CC(CC(NC(C)=O)(C4)C2)C3)c1OC | -6.2% | -2.2% | -6.3% | -4.6% | 6.9% | 0.0 | 2.0% | -0.3%

(cont.)
SMILES | Salmonella PhoP GFP | Siah-1 displacement | LYP inhibition | GPR35 arrestin U2OS | GPR55 LPI antagonism | Myeloid diff MLP | Myeloid diff MLP GFP+ MAC1+ % | MgcRacGAP inhibition | NTR1 agonist | NTR1 agonist cell count 20 µM | HIV fusion peptide
Cc1cc(=O)oc2c3c(cc(OCC(=O)Nc4ccc(CCO)cc4)c12)OC(C)(C)CC3 | 0.6% | 2.4% | -6.9% | -4.2% | 5.1% | i | 2.8 | 6.3% | 0.3 | 86 | 1.6%
Cc1cc(Cl)ccc1NC(=S)N1CCOCC1 | -0.3% | -0.6% | 1.2% | -5.7% | -9.5% | i | 0.6 | 2.3% | 1.9 | 48 | -0.8%
O=C(O)CC(NC(=O)c1ccc2c(c1)OCO2)c1cccc([N+](=O)[O-])c1 (configuration not stated) | 2.1% | -0.8% | -2.7% | -7.1% | -7.7% | i | 0.4 | . | 0.3 | 71 | 0.1%
COCCNC(=O)C1c2cc(OC)c(OC)cc2C(=O)N(C)C1c1cccnc1 (configuration not stated) | -3.1% | -0.2% | -8.3% | 16.2% | 5.5% | i | 0.3 | 6.3% | -1.1 | 72 | -0.8%
NC(=O)CC(NC(=O)c1cccc(Br)c1)c1ccc(N2CCN(c3ccccn3)CC2)c([N+](=O)[O-])c1 (configuration not stated) | 9.7% | 0.5% | -12.4% | 9.5% | 9.5% | i | 0.9 | 5.1% | 1.4 | 69 | 3.7%
COc1ccc(NC(=O)C/C(C)=N/NC(=O)c2ccco2)c([N+](=O)[O-])c1 | 1.1% | 13.0% | -10.5% | 6.6% | 8.8% | i | 2.6 | 4.9% | -2.2 | 58 | 0.4%
CCc1sc(C(=O)Nc2ccc3c(c2)OCCO3)cc1Br | 4.0% | 4.3% | -9.7% | -10.0% | -1.1% | i | 0.8 | -0.4% | 5.7 | 51 | 3.3%
CCCNc1ccc(C(=O)OCC)cc1[N+](=O)[O-] | -4.4% | -7.5% | -5.4% | 4.8% | 2.0% | i | 1.2 | -3.4% | 3.3 | 61 | 2.2%
CCCCn1c(N)c(NCC(C)C)c(=O)[nH]c1=O | 7.3% | -4.7% | -5.9% | -3.1% | 2.6% | i | 0.7 | 8.7% | 3.5 | 65 | 7.1%
COc1cc(/C=C/C(=O)Nc2nnc(C(C)(C)C)s2)cc(OC)c1OC | 11.0% | 6.3% | 12.4% | -3.9% | -5.8% | i | 0.4 | 9.3% | 7.3 | 59 | -0.1%
CC(C)(C)NS(=O)(=O)c1cc(C(=O)O)ccc1Cl | 4.8% | -2.2% | -2.6% | -2.7% | -7.7% | i | 0.2 | 3.9% | 1.5 | 38 | 0.0%
O=C(NCc1ccc(N2CCCC2=O)cc1)Nc1ccccc1 | 12.1% | 3.6% | -0.3% | -4.2% | -4.0% | i | 0.8 | 14.1% | 1.0 | 65 | -1.7%
O=[N+]([O-])c1c(NCCO)cc(N2CCC3(CC2)OCCO3)c2nonc12 | -10.6% | 20.5% | -7.6% | 15.4% | 2.4% | i | 0.7 | 5.4% | -0.1 | 75 | -2.2%
CC(C)(C)NC(=O)CN(C(=O)CCC(=O)Nc1nccs1)c1ccc(F)cc1 | -0.1% | -0.9% | -12.6% | -0.2% | -4.1% | i | 0.4 | 7.6% | -1.1 | 59 | 1.7%
Cc1nc2ccc(C(=O)N3CCN(c4ccccn4)CC3)cc2s1 | 2.1% | 0.3% | -3.1% | 1.1% | 10.6% | i | 0.5 | 3.3% | -0.3 | 61 | -1.4%
Cc1cc(C)c(NC(=O)Nc2ccc3c(c2)OCO3)c(C)c1 | -1.9% | -1.4% | -9.6% | -4.1% | -5.1% | i | 1.0 | 4.9% | -1.1 | 54 | -2.1%
CCOc1ccccc1NC(=O)C1CCC(=O)N1S(=O)(=O)c1ccc(C)cc1 (configuration not stated) | 1.5% | 11.1% | -7.2% | 1.0% | 2.0% | i | 6.4 | 6.2% | -0.3 | 65 | 0.5%
Nc1ccc2oc(-c3cccs3)nc2c1 | 28.4% | -1.4% | -1.7% | 7.3% | -0.9% | i | 1.8 | 5.5% | 3.1 | 70 | 1.2%
CCN(CC)C(=O)c1sc(N2C(=O)Nc3ccccc3N2O)c(C(=O)OC)c1C | -6.9% | 3.8% | -2.3% | 9.5% | -3.4% | i | 0.6 | 4.8% | 1.7 | 83 | 1.6%
COc1cccc(NC(=O)c2ccc3c(O)c(S(=O)(=O)c4ccccc4)c(=O)[nH]c3c2)c1 | -5.8% | -0.6% | -6.6% | -7.4% | 4.2% | i | 1.0 | 14.2% | -1.2 | 60 | 13.0%
O=C(Nc1ccc(Cl)cn1)c1ccc(COc2ccccc2Br)o1 | -6.4% | 7.9% | -0.8% | -15.6% | -1.1% | i | 0.5 | -4.2% | 1.1 | 24 | 3.3%
Cn1nc(-c2ccccc2)c(CSc2ccccc2Cl)c1Cl | -4.2% | -1.3% | -7.5% | 8.6% | -3.1% | + | 14.7* | 14.8% | 0.2 | 41 | 1.4%
COc1cc(CNCCc2ccccc2)ccc1OCC(=O)NC(C)(C)C | 8.3% | -0.8% | -10.9% | -1.3% | 7.8% | i | 0.9 | 8.9% | -0.3 | 39 | -2.5%
COC(=O)CN(c1cc([N+](=O)[O-])ccc1OC)S(C)(=O)=O | -6.3% | -2.4% | -8.8% | 11.9% | 5.5% | . | . | 6.6% | -0.3 | 31 | -0.5%
CC(C)CCN=Cc1c(O)n(-c2ccccc2)c(=O)c2ccccc12 | -6.2% | 4.8% | 5.4% | -13.2% | 9.4% | i | 5.8 | -3.0% | 1.3 | 62 | 1.5%

Screening results as filed in PubChem.
